Source: PubChem BioAssay (several laboratories)
CHRM4 agonist = agonists of human muscarinic M4 receptor (CHRM4); CHO-K1 hM4/Gqi5, Fluo-8 calcium fluorescence; vehicle 0%, full acetylcholine response 100%; hit rate 0.14% among 360,000; activation, % at 3 µM; AID 624127;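 active means activation above the run mean over all test wells plus 3 SD, cut at about 32% in these data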;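 further: peak over basal fluorescence ratio per well then scaled between controls; 0% = DMSO wells and 100% = acetylcholine at EC100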
Target sequence (P08173 whole entry, looked up): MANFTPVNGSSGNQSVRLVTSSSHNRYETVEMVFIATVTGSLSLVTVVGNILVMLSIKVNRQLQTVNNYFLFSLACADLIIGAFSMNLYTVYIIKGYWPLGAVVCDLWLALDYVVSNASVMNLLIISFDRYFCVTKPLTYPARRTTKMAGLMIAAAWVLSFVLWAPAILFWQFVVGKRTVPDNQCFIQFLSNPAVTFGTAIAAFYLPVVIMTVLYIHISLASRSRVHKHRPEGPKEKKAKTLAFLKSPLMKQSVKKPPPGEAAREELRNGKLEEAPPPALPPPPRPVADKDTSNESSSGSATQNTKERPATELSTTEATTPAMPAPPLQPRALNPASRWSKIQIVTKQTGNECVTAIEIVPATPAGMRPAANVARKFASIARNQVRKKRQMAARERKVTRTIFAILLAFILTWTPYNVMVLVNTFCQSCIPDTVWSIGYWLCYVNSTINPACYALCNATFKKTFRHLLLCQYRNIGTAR
M1 PAM = positive allosteric modulators of human M1 muscarinic receptor. P11229. CHO-K1 hM1, Fluo-8 calcium fluorescence, ACh EC20; 0% = ACh EC20, 100% = maximal ACh. activation, % at 3 µM. hit rate 0.088% among 360,000. AID 588819; in the data active means activation above about 19%, passing the limit was not always enough
Target sequence (P11229 whole entry, looked up): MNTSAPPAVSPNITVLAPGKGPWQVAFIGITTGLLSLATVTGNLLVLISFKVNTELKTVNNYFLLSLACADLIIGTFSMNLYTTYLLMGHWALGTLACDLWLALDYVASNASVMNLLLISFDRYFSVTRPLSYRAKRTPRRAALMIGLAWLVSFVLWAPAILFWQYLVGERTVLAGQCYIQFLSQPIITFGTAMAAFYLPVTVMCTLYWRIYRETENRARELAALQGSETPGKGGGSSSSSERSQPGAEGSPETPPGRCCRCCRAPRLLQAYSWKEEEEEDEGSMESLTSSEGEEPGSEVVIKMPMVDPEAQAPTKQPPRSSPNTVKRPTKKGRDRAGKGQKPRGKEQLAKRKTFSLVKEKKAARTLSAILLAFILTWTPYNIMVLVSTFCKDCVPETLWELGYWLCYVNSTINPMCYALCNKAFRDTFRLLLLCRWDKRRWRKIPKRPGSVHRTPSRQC
CHRM4 PAM = CHRM4 positive allosteric modulation; P08173; CHO-K1 hM4/Gqi5, Fluo-8 calcium fluorescence, ACh EC20; 0% = ACh EC20, 100% = maximal ACh; activation, % at 3 µM; hit rate 0.4% among 360,000;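 active means activation above its plate's cutoff, the mean activation of sample wells plus 3 SD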; further: some results filed as inactive read as strong as hits
CRFR2-BP antag = CRF-BP/CRF-R2 complex antagonism. HEK293 CRF-R2/CRF-BP, CRF-induced calcium fluorescence. inhibition, % at 11.8 µM. hit rate 0.59% among 350,000. AID 588475;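 active means inhibition of the ligand-induced calcium signal above about 50% at the single tested concentration, limit read from the data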
CRFBP-R2 agonist = CRF-BP/CRF-R2 complex agonism; AID 588473; HEK293 CRF-R2/CRF-BP, calcium dye fluorescence (FLIPR); percent of saturating CRF peptide response; activation, % at 13.2 µM; hit rate 0.46% among 350,000;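 active means activation of at least 50%, plus an integration ratio under a set limit after plate pattern correction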;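 further: plate controls were neutral control wells without compound for no effect and CRF at EC100 for full effect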
M5 ag = agonists of human muscarinic M5 receptor (CHRM5). P08912. CHO-K1 hM5 cells, Fluo-8 calcium fluorescence; 0% DMSO wells, 100% maximal acetylcholine response. activation, % at 3 µM. hit rate 0.19% among 360,000;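 active means activation above the run's mean over test compounds plus 3 SD, cut at about 23% in these data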;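 further: signal is peak over basal fluorescence ratio across the kinetic read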
M5 antag = antagonists of human muscarinic M5 receptor (CHRM5) | hit rate 0.59% among 360,000 | CHO-hM5 cells, Fluo-8 calcium fluorescence, ACh EC80 | inhibition, % at 3 µM;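 active means inhibition above a per-plate cutoff, the mean of that plate's test compounds plus 3 SD, cut at about 27% in these data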;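 further: 0% = acetylcholine EC80 with DMSO and 100% = DMSO without agonist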
CHRM5 PAM = CHRM5 positive allosteric modulation; hit rate 0.3% among 360,000; P08912; CHO-K1 hM5, Fluo-8 calcium, ACh EC20 PAM; 0% = ACh EC20, 100% = ACh EC100; activation, % at 3 µM;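 active means activation above the run cutoff, the mean activation of all test compounds plus 3 SD, cut at about 18% in these data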
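Measured by: Fluo-8 calcium fluorescence; material: human M5 receptor in CHO-K1 cells; schedule: Post-acetylcholine fluorescence recording 140 s; benchmarks: low control EC20 acetylcholine (0%), high control EC100 acetylcholine (100%); read-out: Max/basal fluorescence ratio as % of EC20–EC100 ACh window; compound: single dose, 3 µM nominal final test concentration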
CHRM4 antagonist = CHRM4 antagonism in calcium assay | CHO-hM4 cells, ACh EC80, Fluo-8 calcium fluorescence | P08173 | inhibition, % at 3 µM | hit rate 0.73% among 360,000 | AID 624125;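 active means inhibition above its plate's cutoff, the mean inhibition of sample wells plus 3 SD, cut at about 27% in these data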;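 further: 0% = acetylcholine EC80 with DMSO and 100% = DMSO without agonist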
An asterisk follows results filed as active; . = not tested or not shown.

SMILES	CHRM4 agonist	M1 PAM	CHRM4 PAM	CRFR2-BP antag	CRFBP-R2 agonist	M5 ag	M5 antag	CHRM5 PAM	CHRM4 antagonist
CC1(C)Cc2c(sc(NC(=O)c3ccc(C(=O)c4ccccc4)cc3)c2C#N)C(C)(C)N1	6	-5	-2	-11	0.6	-3	22	-5	14
CC(=O)c1ccc(NC(=O)c2ccc(-n3cnnn3)cc2)cc1	1	5	2	-4	0.4	-2	3	3	4
CCCCC(=O)c1ccc(OC(=O)c2ccc([N+](=O)[O-])cc2)cc1	0	-3	-5	-20	1.3	3	7	0	7
COc1ccc(C(=O)[C@H]2[C@H]3C(=O)N(c4ccc(OC(C)=O)cc4)C(=O)[C@H]3C3C=CC=NN32)cc1 (some centres not stated)	1	13	-3	2	6.8	2	-3	7	0
CCC(C(=O)NC1CCCC1)n1c(C2CC2)nc2ccccc21 (configuration not stated)	1	.	10	.	.	-6	-3	-2	-14
CCOC(=O)c1c(NC2=NS(=O)(=O)c3ccccc32)sc2c1CCC(C)C2 (configuration not stated)	0	4	2	-6	-1.7	0	-9	0	8
O=C(CSc1nnc(Cc2cccs2)n1-c1ccccc1)NCc1ccc2c(c1)OCO2	3	3	-3	8	-1.9	-10	-5	1	-8
O=C(C1CCN(c2nnnn2-c2ccccc2)CC1)N1CCN(c2ccccc2)CC1	0	7	4	-2	0.0	1	-7	2	6
O=C(CCNS(=O)(=O)c1ccc(Br)s1)NC1CCCC1	0	10	6	-17	-4.5	-1	14	-7	3
Cc1cc(C)nc(NS(=O)(=O)c2ccc(Br)s2)c1	1	5	3	3	-0.3	1	0	-2	-10
O=C(Nc1cccc(C(F)(F)F)c1)C1(c2ccccc2)CC1	-2	-15	1	14	-1.3	-6	0	-3	8
CC/C(=N\O)c1ccc(O)c(OC)c1	1	2	-5	2	-2.3	0	6	-3	5
CCOC(=O)C(CC)(CCC(=O)O)c1csc(Nc2ccc(C)cc2)n1 (configuration not stated)	0	6	11	5	-2.3	-2	-9	-4	-6
CC(C)NC(=O)c1ccc(CN2CCc3ccccc3C2)cc1	1	-27	-15	11	-1.6	-25	11	-3	16
COc1ccc(CNC(=O)Cc2cccs2)cc1OC	2	10	2	-3	3.8	-4	2	5	-2
CCOC(=O)C(NS(=O)(=O)c1ccc(Br)cc1)C(C)C (configuration not stated)	-1	5	-2	4	1.3	-3	7	-4	-3
COc1ccccc1C(=O)OCCNC(=O)Cn1cnc2c1c(=O)n(C)c(=O)n2C	-1	7	6	40	11	-4	-9	4	-30
O=C(CN1C(=O)C2(OCCO2)c2cc(Br)ccc21)NO	0	9	3	14	0.1	1	6	0	-6
Cc1sc2nc(CSc3ccccc3)nc(NCCN(C)C)c2c1C	2	-8	-3	-25	0.2	-4	0	2	-4
CN(C(=O)CC1C(=O)NCCN1Cc1ccccc1C(F)(F)F)C1CCOCC1 (configuration not stated)	1	9	5	2	1.2	-4	7	1	3
CCOC(=O)[C@H]1[C@H]2COc3ccc(C)cc3[C@@H]2N2C(=O)CN(Cc3ccco3)C(=O)[C@@]12C	7	-3	-2	8	-3.7	4	1	-6	8
C=CCn1c(SCC(=O)Nc2nc(C)cs2)nnc1C(NC(=O)c1ccccc1)C(C)C (configuration not stated)	-1	7	-1	19	2.0	0	-5	-3	7
COC(=O)c1cn(-c2ccccc2)nc1-c1ccncc1	1	11	11	-16	-2.0	0	-4	4	-5
O=S(=O)(c1cccc(Cn2nnc(-c3ccc(F)cc3)n2)c1)N1CCOCC1	22	-11	-14	4	0.2	7	24	-12	14
O=C(/C=C/c1ccc2c(c1)OCO2)NCCSCc1ccc(Cl)cc1Cl	2	0	2	-19	2.4	-1	-3	-7	-10
C/C=C(/C)C(=O)Nc1cccc(C2=NOC3(C2)C[C@@H](C(N)=O)N(C(=O)CC(c2ccccc2)c2ccccc2)C3)c1 (some centres not stated)	0	11	1	-8	0.3	-1	8	7	-8
C=CCn1c(SCC(=O)Nc2c(C)cccc2C)nnc1-c1cnccn1	0	-1	4	-18	-0.8	3	-9	6	2
O=c1[nH]c(C2CCN(S(=O)(=O)c3ccccc3F)CC2)nc2c1nnn2Cc1ccc(OC(F)(F)F)cc1	1	5	3	0	1.0	0	-6	8	-6
COC(=O)C1=C(C(=O)OC)C2(OC1c1ccccc1C)C(=O)c1ccccc1C2=O (configuration not stated)	0	7	3	-5	0.6	2	-2	-1	-4
COc1ccc(S(=O)(=O)CCC(=O)N2CCN(c3ccc(F)cc3)CC2)cc1	5	8	1	-5	-1.1	2	4	-7	7
CC(NC(=O)C1=CC=CN2CCS(=O)(=O)N=C12)c1ccc(Cl)c(Cl)c1 (configuration not stated)	1	2	-1	-5	-1.4	0	-3	1	-3
COc1ccc(C(=O)N2CCC(C)(C(=O)NS(=O)(=O)C3CC3)C2)cc1 (configuration not stated)	1	4	7	.	.	1	-3	3	-12
CC(C)C(=O)O/N=C1\CCS(=O)(=O)c2sccc21	0	13	-4	15	-1.0	0	3	11	6
CC(CN1CCCC1)OC(=O)c1ccc(Cl)cc1 (configuration not stated)	1	-2	-5	-2	-1.5	0	-1	1	12
COc1cccc(/C=N\Nc2nncc(-c3ccccc3)n2)c1	2	10	8	-12	-2.1	-3	8	-3	-9
COCc1cc(C)n(CC(=O)Nc2ccccc2OC)c(=O)c1C#N	1	-2	0	-14	3.1	1	1	-6	-3

Structures listed so far that have fluorine (five):
SMILES	CHRM4 agonist	M1 PAM	CHRM4 PAM	CRFR2-BP antag	CRFBP-R2 agonist	M5 ag	M5 antag	CHRM5 PAM	CHRM4 antagonist
O=C(Nc1cccc(C(F)(F)F)c1)C1(c2ccccc2)CC1	-2	-15	1	14	-1.3	-6	0	-3	8
CN(C(=O)CC1C(=O)NCCN1Cc1ccccc1C(F)(F)F)C1CCOCC1 (configuration not stated)	1	9	5	2	1.2	-4	7	1	3
O=S(=O)(c1cccc(Cn2nnc(-c3ccc(F)cc3)n2)c1)N1CCOCC1	22	-11	-14	4	0.2	7	24	-12	14
O=c1[nH]c(C2CCN(S(=O)(=O)c3ccccc3F)CC2)nc2c1nnn2Cc1ccc(OC(F)(F)F)cc1	1	5	3	0	1.0	0	-6	8	-6
COc1ccc(S(=O)(=O)CCC(=O)N2CCN(c3ccc(F)cc3)CC2)cc1	5	8	1	-5	-1.1	2	4	-7	7

Later entries
SMILES	CHRM4 agonist	M1 PAM	CHRM4 PAM	CRFR2-BP antag	CRFBP-R2 agonist	M5 ag	M5 antag	CHRM5 PAM	CHRM4 antagonist
COc1ccc(/C=C/C(=O)Nc2nc(C)cc(C)n2)cc1OC	1	7	-1	12	0.1	-2	-7	0	-2
O=C(COC(=O)C1CCC1)Nc1ccc(Cl)cn1	5	2	-2	-8	-3.7	0	14	-12	9
CCCn1c(C)cc(-c2csc(NC(=O)CCc3nc4ccccc4c(=O)[nH]3)n2)c1C	0	-2	-4	5	4.0	0	5	-4	4
CCn1c(=O)cc(NC2=NCC(C)CN2c2cccc(Cl)c2)n(C)c1=O (configuration not stated)	1	0	-2	5	-1.0	-2	3	-5	21
CCc1cccc(CC)c1NC(=O)CO/N=C(\C)c1cccs1	1	2	3	32	0.6	-1	-2	-6	0
Cc1ccc(C(=O)Nc2ncc3c(n2)CC(c2ccco2)CC3=O)cc1 (configuration not stated)	1	14	23	3	-5.1	4	-7	1	0
CCn1cc([N+](=O)[O-])c(C(=O)Nc2nc(-c3ccc(C)cc3)c(C)s2)n1	1	10	1	11	1.0	2	-6	7	-1
COc1ccc(S(=O)(=O)Oc2ccccc2C(N)=O)cc1	1	7	4	5	-0.5	-1	0	2	-6
CCCCN1CC[C@H]2C=CC[C@@H](C(=O)Nc3ccc(Cl)c(C(F)(F)F)c3)[C@H]2C1=O	-1	-4	2	-21	-0.2	0	10	6	5
O=C1c2ccccc2C(=O)N1CCc1nc(-c2cccnc2)no1	2	1	6	5	-0.7	1	-2	-5	4
CC1CCCCN1c1nc2nonc2nc1N1CCCCC1C (configuration not stated)	-1	2	-7	-9	-0.4	-5	0	0	0
CSc1cc(C)c(OCC(=O)Nc2ccc(NC(C)=O)cc2)c(C)c1	2	1	13	20	-0.5	0	-3	10	-14
CC(C)Cn1cc(C(=O)NCC2CCCO2)c2c3ccccc3n(C)c2c1=O (configuration not stated)	1	4	3	47	-0.9	3	2	1	1
O=C(NCc1ccco1)/C(=C\c1ccco1)NC(=O)c1cccs1	1	9	4	-3	-0.1	-2	3	11	-2
Cc1cc(C(=O)N/N=C2\CCCc3ccccc32)c(C)o1	0	2	-4	-12	1.5	-2	12	-7	5
Cc1ccc(C(=O)NCCCCNC(=O)c2ccc(C)o2)o1	1	7	9	-2	1.0	-1	-4	6	10
CSc1ncccc1C(=O)N(C)CC(=O)Nc1cccc(F)c1	2	5	8	100*	0.1	-1	-2	-2	8
S=C1NCCC12C(=S)Nc1ccccc12 (configuration not stated)	0	11	2	6	-0.3	1	-2	2	-10
CC(=O)N1CCOc2ccc(S(=O)(=O)NCC3CCC(C(=O)Nc4ccc(C)cn4)CC3)cc21 (configuration not stated)	7	-5	-4	10	0.9	1	4	-1	-3
COc1ccc2oc(C(=O)OCC(=O)N3CC(C)CC(C)C3)c(C)c2c1 (configuration not stated)	5	8	4	12	0.4	-2	1	1	-4
COc1cc(-c2nnc(SCC3(c4ccccc4)OCCO3)o2)cc(OC)c1OC	4	2	-5	-12	5.1	-2	4	-13	4
Cc1c2c(nc3ccccc13)CC(C)(C)CC2=O	0	9	5	-9	0.1	1	5	9	-2
CCCCCOC(=O)C1=C(C)NC(=O)NC1c1ccc(OC)cc1 (configuration not stated)	0	6	-7	6	-5.5	-8	11	-2	7
O=C(Cn1nnc(-c2ccccc2F)n1)NCc1ccco1	0	8	-1	-8	1.3	-5	10	-6	13
CC(NC(=O)c1cc(-c2ccccc2)on1)c1ccccc1 (configuration not stated)	1	-12	-8	-1	-1.5	-8	3	-8	3
CC(=O)c1ccc(NS(=O)(=O)Cc2ccc(Cl)cc2)cc1	1	-11	-13	38	-2.6	2	2	-5	0
COc1ccc(CCNC(=O)C(=O)NCc2ccc(Cl)cc2)cc1OC	12	-14	-11	0	-0.9	-1	14	-13	5
C=C(C)C(=O)Nc1cccc(C2=NOC3(C2)C[C@H](C(N)=O)N(C(=O)/C=C/C)C3)c1 (some centres not stated)	-2	15	6	6	-3.2	4	7	10	-3
COc1ccccc1CC1(C)C(=O)Nc2c(Cl)cccc21 (configuration not stated)	0	2	-3	.	.	-2	-7	4	-2
Cc1nn(C)cc1C(C(=O)NC1CCCCC1)N(C(=O)Cn1nnc2ccccc21)c1ccc(F)cc1 (configuration not stated)	-1	-7	0	6	-0.3	0	4	0	6
O=C(COc1ccc2c3c(c(=O)oc2c1)CCCC3)N1CCN(c2ccccc2)CC1	1	10	4	-25	-2.9	-1	4	0	-3
CCCCn1c(N)c(N(CCOC)C(=O)CCS(=O)(=O)c2ccc(Cl)cc2)c(=O)[nH]c1=O	1	11	9	5	0.0	1	1	1	-6
O=C(CC1(O)C(=O)Nc2ccccc21)c1ccc2c(c1)OCO2 (configuration not stated)	1	14	7	-4	0.7	-1	1	11	-1
Cc1ccc(N=C2NC(=O)/C(=C\c3ccc(C)s3)S2)cc1	1	10	5	-11	2.5	-1	2	5	1
O=C(NC1CCCCC1)C(c1cccc2ccccc12)n1c(=O)c(-c2ccco2)nc2ccccc21 (configuration not stated)	2	.	1	.	.	2	0	-1	-3
